Bioassay records (PubChem)
influenza NS1A = H1N1 influenza NS1A inhibitors, functional cell based assay (AID 504329). actives 0.3% (n = 340,000). NS1A functional cell-based assay, percent inhibition; higher % means a stronger effect. inhibition, % at 12.5 µM, or IC50 in µM where a hit was titrated; in the data active = a potency from the dose series; inconclusive = inhibition above about 27% without an active follow-up result; also: strong numbers were not always called active
Salmonella PhoP GFP = PhoP regulon inhibitors, Salmonella typhi PhoP promoter GFP reporter, confirmatory (AID 1850). one-dose inhibition, % at 50 µM; IC50 in µM for titrated hits. Salmonella Typhi PhoP-promoter GFP reporter, fluorescence, 4 h; higher % means a stronger effect. actives 0.33% (n = 310,000); in the data active = a potency from the dose series; inconclusive = inhibition mostly from about 25% at the one dose, without a potency; inactive = the rest, 99 in 100 with inhibition below about 19%;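 also: 0% = induced wells with vehicle and 100% = uninduced wells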
VEEV TC-83 Vero = inhibitors of VEEV TC-83 cytopathic effect, confirmation, Vero cells (AID 588727). Vero cells, VEEV TC-83 cytopathic effect inhibition; higher % means a stronger effect. inhibition, % at 20 µM; hits with a dose series show IC50 in µM. actives 0.13% (n = 350,000); in the data active = a potency from the dose series; inconclusive = inhibition mostly from about 14% at the one dose, without a potency; inactive = the rest, 99 in 100 with inhibition below about 12%; also: strong numbers were not always called active
M. tuberculosis = growth inhibition of non-replicating M. tuberculosis (AID 488890); Mycobacterium tuberculosis non-replicating, growth inhibition; higher % means a stronger effect; inhibition, % at 25 µM; hits with a dose series show IC50 in µM; actives 0.39% (n = 320,000); in the data active = a potency from the dose series; inconclusive = inhibition mostly from about 82% at the one dose, without a potency; inactive = the rest, 99 in 100 with inhibition below about 76%;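 also: plate controls were DMSO cells for no effect and high antibiotic wells for full effect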
M. tuberculosis HTS = M. tuberculosis growth inhibition, HTS (AID 449762). M. tuberculosis H37Rv growth inhibition, 7H9 media; higher % means a stronger effect. inhibition, % at 25 µM; hits with a dose series show IC50 in µM. actives 0.59% (n = 330,000); in the data active = a potency from the dose series; inconclusive = inhibition above about 70% without an active follow-up result;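 also: bacterial growth assessed after seven days of incubation; strong numbers were not always called active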
VEEV TC-83 Vero 10K pilot screen = second read-out of VEEV TC-83 Vero, no call of its own (marks repeat the call); inhibition, %; measured here: 10K pilot screen inhibition
* marks the source's active call; other numbers are inactive results; i = inactive; ? = inconclusive; · = no result given.

SMILES	influenza NS1A	Salmonella PhoP GFP	VEEV TC-83 Vero	M. tuberculosis	M. tuberculosis HTS	others
Cc1ccc(S(=O)(=O)n2nc(OC(=O)c3ccccc3F)cc2N)cc1	-6%	-2%	0.6%	10%	1%
Cc1ccc(NC(=O)NNC(=O)c2sccc2-n2cccc2)cc1	3%	-7%	i	-3%	-3%
C[C@]1(C(=O)O)Cc2oncc2C[C@@H]1C(=O)O	-3%	-12%	0.1%	-28%	-15%
COCCCNc1ncnc2sc3c(c12)CCC(C)C3 (stereo not given)	6%	-11%	6.7%	12%	13%
COc1cccc(/C=N/NC(=O)c2csc(-n3nc(C)cc3C(F)(F)F)n2)c1	-7%	-6%	5.5%	7%	2%
CC(C)(C)OC(=O)C[C@H]1C/C=C\C[C@@H](CC(=O)N(CCO)Cc2ccccc2)C(=O)NC[C@H](c2ccccc2)OC1=O	-3%	·	2.6%	29%	4%
COC(=O)[C@@H](NC(=O)NC1CCCc2ccccc21)C(C)C (stereo not given in full)	0%	-1%	3.3%	7%	-2%
N=C1c2ccccc2CN1NC(=O)C1CC1	6%	-2%	0.5%	-12%	2%
CCOC(=O)C(=CN(CCc1ccccc1)CC(=O)OC)C(=O)OCC	-18%	-3%	0.0%	1%	2%
O=C(CN1C(=O)NC2(CCCCCC2)C1=O)NCc1ccc(F)cc1	0%	·	1.4%	-8%	-9%
Cc1ccc(OCC(=O)N2CCN(S(C)(=O)=O)CC2)cc1	8%	31%	0.9%	1%	3%
O=S(=O)(Nc1cccc(-n2cnnn2)c1)c1ccc(Cl)nc1	2%	-7%	0.2%	18%	1%
CCCNC(=O)Cn1cnc([N+](=O)[O-])n1	-4%	-4%	1.3%	-14%	-1%
CCC(Sc1nc2n[nH]c(C)c2c(=N)n1-c1cc(Cl)ccc1C)C(=O)N1CCOCC1 (stereo not given)	-10%	0%	7.6%	2%	2%
Cc1ccc(C)c(SCC(=O)Nc2ccc(S(=O)(=O)Nc3ncccn3)cc2)c1	11%	24%	0.3%	6%	6%
COc1cccc(N/N=C/c2cccc(Br)c2O)c1	-6%	-6%	3.0%	9%	33%
COc1ccc(CNC(=O)C2CCN(C(=O)c3sccc3-n3cccc3)CC2)cc1	5%	4%	i	-12%	-2%
CCOC(=O)N1CCC(NC(=O)C2CCN(S(=O)(=O)N3CCC(C)CC3)CC2)CC1	-4%	-10%	i	6%	-6%
CCCc1cc(C(=O)Nc2cccc([N+](=O)[O-])c2)cs1	11%	10%	4.2%	?	17%
CC(C)C(NS(=O)(=O)c1ccc2c(c1)oc(=O)n2C)C(=O)N1CCN(c2ccccc2F)CC1 (stereo not given)	3%	-16%	1.2%	36%	3%
Cc1ccc2nsnc2c1NC(=O)c1ccc([N+](=O)[O-])o1	-1%	2%	11%	·	?
CC(=O)OC1N=C(c2ccccc2)c2cc(C)ccc2NC1=O (stereo not given)	-2%	-4%	0.2%	4%	-4%
COc1ccc(OC)c(NS(=O)(=O)c2c(C)nc3sccn3c2=O)c1	3%	·	0.8%	9%	-5%
Cc1ccc(Oc2ccc(S(=O)(=O)N3CCOCC3)cc2C(N)=O)cc1C	17%	-3%	4.2%	-4%	-12%
Cc1ccc(C2=N/C(=C/c3cccs3)C(=O)N2Nc2ccccc2)cc1	9%	-12%	2.4%	17%	-3%
CCc1cc(=O)oc2cc(C)cc(OCC(=O)NC(Cc3c[nH]c4ccc(O)cc34)C(=O)O)c12 (stereo not given)	-12%	6%	0.2%	-12%	-8%
COc1ccc(CNCc2cccc3ccccc23)cc1	-1%	-5%	i	22%	5%
CN(C)C(=O)CSc1ccc(S(=O)(=O)N2CCOCC2)cn1	-8%	·	1.8%	-19%	4%
CCOc1ccc(CCNC(=O)CS(=O)Cc2nc(-c3ccc(OC)cc3)oc2C)cc1OCC (stereo not given)	-8%	10%	1.6%	13%	3%
Cc1ccc(O)c(N=Cc2cccs2)c1	0%	0%	0.2%	39%	3%

Random excerpt: 7 entries already listed
SMILES	influenza NS1A	Salmonella PhoP GFP	VEEV TC-83 Vero	M. tuberculosis	M. tuberculosis HTS	others
COc1cccc(/C=N/NC(=O)c2csc(-n3nc(C)cc3C(F)(F)F)n2)c1	-7%	-6%	5.5%	7%	2%
Cc1ccc(Oc2ccc(S(=O)(=O)N3CCOCC3)cc2C(N)=O)cc1C	17%	-3%	4.2%	-4%	-12%
COc1ccc(CNCc2cccc3ccccc23)cc1	-1%	-5%	i	22%	5%
COc1ccc(CNC(=O)C2CCN(C(=O)c3sccc3-n3cccc3)CC2)cc1	5%	4%	i	-12%	-2%
COc1cccc(N/N=C/c2cccc(Br)c2O)c1	-6%	-6%	3.0%	9%	33%
CC(C)C(NS(=O)(=O)c1ccc2c(c1)oc(=O)n2C)C(=O)N1CCN(c2ccccc2F)CC1 (stereo not given)	3%	-16%	1.2%	36%	3%
Cc1ccc(OCC(=O)N2CCN(S(C)(=O)=O)CC2)cc1	8%	31%	0.9%	1%	3%

Further results.
SMILES	influenza NS1A	Salmonella PhoP GFP	VEEV TC-83 Vero	M. tuberculosis	M. tuberculosis HTS	others
Cc1cn(CC2COC(C)(C)O2)c(=O)[nH]c1=O (stereo not given)	20%	7%	0.7%	6%	-4%
COc1ccc(-c2cc(C(=O)Nc3ccc(S(=O)(=O)Nc4onc(C)c4C)cc3)c3ccccc3n2)cc1	14%	2%	3.4%	20%	-1%
CCNC(=O)COC(=O)CNC(=O)c1cc(Cl)cc([N+](=O)[O-])c1	2%	-15%	0.7%	22%	-7%
CC(C)(C)c1csc(CS(=O)(=O)c2ccccn2)n1	2%	9%	i	-6%	2%
COc1ccc(NC(=O)CSc2ccc3nnc(CCNC(=O)c4ccccc4)n3n2)cc1	-10%	2%	2.2%	-7%	-3%
COCCNC(=S)N1CCC(NC(=O)C23CC4CC(CC(C4)C2)C3)CC1	-1%	5%	i	-3%	1%
Cc1cc(=O)oc2cc(OCC(=O)NC3(C#N)CCCCC3)c(Cl)cc12	-8%	·	7.3%	·	·
CCOC(=O)C1=CN(Cc2ccco2)S(=O)(=O)N(CC)C1c1cccc(OC)c1 (stereo not given)	2%	·	i	·	·
CN1CCN(c2nc(-c3cccc([N+](=O)[O-])c3)nc3ccccc23)CC1	9%	9%	12%	54%	9%
C[C@]12CC[C@H](O)CC1=CCC1C2CC[C@@]2(C)C1CC[C@@H]2NC(=O)[C@@H](N)Cc1ccccc1 (stereo not given in full)	7%	·	5.0%	?	19%
N#CCCN(CCC#N)C(=O)c1ccc(Cl)cc1	0%	-13%	0.5%	-4%	-6%
CCOC(=O)[C@H]1[C@H]2COc3ccc(Br)cc3[C@@H]2N2C(=O)c3ccc(F)cc3NC(=O)[C@@]12C	0%	-7%	0.8%	27%	-4%
COc1ccc(/C(C)=N/NC(=O)CNC(=O)c2cccnc2)c(OC)c1	1%	-12%	1.3%	-10%	-4%
O=c1[nH]nc(Cc2ccc(Cl)cc2Cl)c2ccccc12	2%	-11%	i	·	-9%
CC(=O)c1ccc(S(=O)(=O)N2CCn3cccc3C2C)cc1 (stereo not given)	-11%	·	1.0%	17%	-4%
COc1ccc(NS(=O)(=O)c2cc(C(=O)Nc3ccccc3C(=O)O)ccc2C)cc1	0%	-4%	i	-8%	3%
COc1cccc(NC(=O)N2CCCC2C(=O)Nc2cc(C)ccc2OC)c1 (stereo not given)	10%	11%	2.1%	6%	2%
CCN(CC)c1ccc(S(=O)(=O)N2CCOCC2)cc1NC(=O)COC(=O)/C=C/c1ccccc1	1%	·	10%	·	·
CCOC(=O)C1CCCN(CCC(=O)Nc2cc(C)ccc2C)C1 (stereo not given)	5%	0%	i	3%	0%
CCN(Cc1ccncc1)Cc1nc(-c2ccc(C(=O)OC)cc2)no1	-3%	-1%	0.2%	61%	15µM*	VEEV TC-83 Vero 10K pilot screen=1.9
CCOP(=O)(C(NC(=O)c1ccccc1Cl)=C(Cl)Cl)c1ccccc1 (stereo not given)	-7%	-7%	0.2%	-4%	2%	VEEV TC-83 Vero 10K pilot screen=0.0
Cc1nn(Cc2ccc([N+](=O)[O-])cc2)c(=O)n1-c1cccc(Cl)c1	2%	1%	8.3%	-6%	-6%
COc1ccc(NC(=S)NC2CC3CCC2C3)c(OC)c1 (stereo not given)	1%	-1%	i	23%	-4%
CC(C)=C1C2CC2C2C(C(=O)O)C12 (stereo not given)	-13%	3%	0.6%	0%	-3%
CC(CCc1ccco1)NC(=O)Cn1ncc2c(=O)oc3ccccc3c21 (stereo not given)	-5%	-6%	i	-16%	0%
O=C(c1ccc2c(c1)OCCO2)N1CCN(S(=O)(=O)c2c(F)cccc2F)CC1	-17%	·	1.1%	-1%	-11%
O=C(Nc1ccccc1Cl)Nc1ccnn1C1CCN(C(=O)CCN2CCCO2)CC1	5%	10%	0.6%	-7%	4%
Cc1cc(C)n2nc(C(=O)OCC(=O)c3ccccc3Cl)nc2n1	-24%	·	0.2%	3%	-11%
O=P(COCCOCCOCP(=O)(c1ccccc1)c1ccccc1)(c1ccccc1)c1ccccc1	4%	-1%	0.3%	-3%	-6%
O=C(Nc1cccnc1)c1cnn2cccnc12	-2%	-7%	i	-8%	3%

Entries above that have a cyano group, in the order listed:
SMILES	influenza NS1A	Salmonella PhoP GFP	VEEV TC-83 Vero	M. tuberculosis	M. tuberculosis HTS	others
Cc1cc(=O)oc2cc(OCC(=O)NC3(C#N)CCCCC3)c(Cl)cc12	-8%	·	7.3%	·	·
N#CCCN(CCC#N)C(=O)c1ccc(Cl)cc1	0%	-13%	0.5%	-4%	-6%

Next section
SMILES	influenza NS1A	Salmonella PhoP GFP	VEEV TC-83 Vero	M. tuberculosis	M. tuberculosis HTS	others
CCN1CCN(c2ccc(Nc3ccnc4ccccc34)cc2)CC1	3%	·	?	3%	2%
Cc1nonc1NC(=O)CSc1nc2c(C)cccc2cc1C#N	4%	5%	0.3%	7%	13%
CN1CCc2c(sc3nc(SCC(=O)N4CCOCC4)nc(N)c23)C1	-3%	-3%	0.5%	-4%	4%
Cc1ccc(CCNC(=O)c2ccc3nc4ccc(Cl)cc4c(=O)n3c2)cc1	-3%	-11%	i	6%	3%
CCCC/C(C)=N/NC(=O)C(=O)NCCc1ccccc1	4%	-4%	i	1%	-3%
Cc1ccc(S(=O)(=O)N(CC(=O)Nc2cc(C)ccc2C)C(=O)N2CCN(C)CC2)cc1	-17%	11%	4.1%	-16%	10%
CC(C)c1ccc(NC(=O)CCNC(=O)Cn2cnc3ccccc3c2=O)cc1	3%	-13%	1.8%	-7%	-9%
COc1ccc(C(=O)NC2CCCCCCC2)cc1OC	-24%	2%	0.4%	-13%	1%
CCOC(=O)c1nn(-c2ccc(Cl)cc2Cl)c(=N)c(C#N)c1C	·	-6%	·	7%	8%
COc1cc(/C=C2/SC(=S)NC2=O)ccc1OS(=O)(=O)c1ccc(C)cc1	1%	-8%	1.8%	?	29%
COc1ccc2c(c1)C(CC(=O)NN)CCC2 (stereo not given)	6%	·	i	·	·
O=C1CCCN1CC(CN1CCOCC1)Sc1nc2ccccc2c(=O)n1-c1ccccc1 (stereo not given)	-7%	·	6.1%	·	·
CC(=O)c1cn(CC(=O)Nc2ccccc2C(F)(F)F)c2ccccc12	1%	-2%	0.1%	-2%	4%
CC1CCCC(NC(=O)CN2C(=O)NC(c3ccccc3)(c3ccccc3)C2=O)C1C (stereo not given)	-2%	·	6.7%	·	·
CCc1nnc(N/N=C/c2ccccc2F)n1N	-9%	9%	0.8%	?	31%
CCOc1cc(CNc2ccc3c(c2)OCCO3)cc(Br)c1OC	7%	0%	9.8%	7%	4%
CCN(CC(=O)Nc1ccc(OC)cc1)C(=O)c1ccc(OCc2c(C)noc2C)cc1	-8%	·	3.4%	·	·
CCCn1c(N)c(C(=O)CSc2nc3ccccc3c(=O)n2-c2ccc(OC)cc2)c(=O)[nH]c1=O	0%	14%	2.8%	0%	6%
Fc1ccc(N2CCN(c3nc(-c4ccco4)cc(C(F)(F)F)n3)CC2)cc1	-1%	-15%	1.3%	-1%	·	VEEV TC-83 Vero 10K pilot screen=0.4
O=C(CSc1nnc(-c2ccccc2Br)o1)Nc1cccc2ccccc12	-9%	-9%	4.1%	-2%	0%
Cc1ccc(-c2cnc(NC(=O)CCC(=O)N(C)Cc3ccccc3)n2C)cc1	-10%	-1%	1.3%	-7%	27%
Cc1ccc(S(=O)(=O)N2CCOCC2)cc1C(=O)OC(C)C(=O)NC1CCCC1 (stereo not given)	-13%	·	i	5%	4%
NC(=O)CSc1nnc2n(N)c(=O)c3ccccc3n12	0%	-1%	2.5%	-3%	-6%
O=C(CNC(=O)c1cc(Cl)cc([N+](=O)[O-])c1)OCC(=O)N1CCCCC1	-3%	·	1.0%	11%	3%
